Screens from PubChem BioAssay.
GIRK2 activator: GIRK2 channel activators by thallium flux | HEK293 GIRK2/NPY4 cells, thallium flux fluorescence | activation (% efficacy), % for hits at 37.5 µM | 34,000 tested, under 10 active;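 active means primary screen hit, no activity in plain HEK293 cells, and in GIRK2-only cells above 5% efficacy rising with concentration; inactive means the rest, including fluorescent compounds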;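 further: efficacy is normalized control-subtracted fluorescence 15 s after thallium addition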
Target sequence (P48051 whole entry, looked up): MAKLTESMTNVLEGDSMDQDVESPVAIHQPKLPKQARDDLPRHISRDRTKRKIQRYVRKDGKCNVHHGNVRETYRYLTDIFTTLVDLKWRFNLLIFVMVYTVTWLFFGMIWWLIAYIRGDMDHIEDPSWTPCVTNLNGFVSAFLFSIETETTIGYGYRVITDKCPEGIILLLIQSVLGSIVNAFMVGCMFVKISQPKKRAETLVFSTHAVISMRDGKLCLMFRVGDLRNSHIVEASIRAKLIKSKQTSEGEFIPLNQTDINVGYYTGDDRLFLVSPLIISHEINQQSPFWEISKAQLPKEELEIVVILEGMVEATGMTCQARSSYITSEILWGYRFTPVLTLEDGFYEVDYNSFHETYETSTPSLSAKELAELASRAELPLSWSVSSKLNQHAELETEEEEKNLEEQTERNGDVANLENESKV
Calls only; i = inactive. The list is partial; rates above refer to the full screens.

SMILES	GIRK2 activator
CC(C)Sc1ccc(CC(=O)NCCN2CCN(C(=O)c3ccsc3)CC2)cc1	i
CSc1ccccc1C(=O)Nc1cc(C2CC2)nn1-c1nc(C)cc(=O)[nH]1	i
COC(=O)c1sccc1S(=O)(=O)NCC1CCN(C(=O)Nc2ccccc2OC)CC1	i
CCOc1ccccc1-n1nnnc1SCC(=O)Nc1ccccc1C(F)(F)F	i
CC(=O)Nc1ccc(SCC(=O)Nc2ccccc2Cl)nn1	i
CC(C)S(=O)(=O)c1cccc(C(=O)Nc2cccc3c2C(=O)NC3=O)c1	i
COc1cc(C)c(C)cc1S(=O)(=O)NCC(O)c1cccn1C (stereo not drawn)	i
CCc1ccccc1NC(=O)C(=O)NCC1CCN(C(C)C)CC1	i
COc1ccc(S(=O)(=O)CCC(=O)Nc2nc(C)c(C)s2)cc1	i
Cc1cn2c3c(=O)n(C)c(=O)n(C)c3nc2n1-c1ccccc1OCCN1CCCCC1	i
CN(C)c1nn(CC(=O)NCc2ccc(C(F)(F)F)cc2)cc1-c1ccccc1	i
CC(C)Sc1ccc(C(=O)Nc2c(C(N)=O)oc3ccccc23)cc1	i
Cc1ccc(Cl)cc1N1CCN(c2nc3c(c(=O)[nH]c(=O)n3C)n2CC(=O)O)CC1	i
Cn1nc(-c2ccc(NC(=O)c3cccs3)cc2)ccc1=O	i
CCc1nc2sc(C(c3ccc(F)cc3)N3CCCC3)c(O)n2n1 (stereo not drawn)	i
COc1cc(NC(=O)Cn2nc3ccc(SCc4ccc(Cl)cc4)nn3c2=O)cc(OC)c1	i
CC(C)(C)n1nc2c(c1NC(=O)C(=O)NCCCO)CSC2	i
O=C(NCc1cccs1)NCC(O)(c1cccs1)C1CC1 (stereo not drawn)	i
Cc1cc(C)cc(OCC(O)Cn2c(C3CC(=O)N(C(C)(C)C)C3)nc3ccccc32)c1 (stereo not drawn)	i
N#C/C(=C\N1CCN(Cc2ccc3c(c2)OCO3)CC1)C(=O)NCc1ccco1	i
COc1ccc(NC(=O)Nc2ccc(N3CCCS3(=O)=O)cc2)cc1OC	i
Cn1nc(C2CCCN(C(=O)c3cc(-c4cccs4)[nH]n3)C2)n(-c2ccccc2)c1=O (stereo not drawn)	i
O=C(NCCC1=CCCCC1)c1ccc(N2CCCC2)nn1	i
Cc1cc(C)n(CCNC(=O)C(=O)NCc2ccc(F)cc2)n1	i
NC(=O)C1CCN(C(=O)Cc2cc(-c3ccco3)on2)CC1	i
Cc1c(NC(=O)Cn2cnc(-c3cccs3)cc2=O)c(=O)n(-c2ccccc2)n1C	i
CCn1nnc2c(N3CCN(C(=O)Nc4ccccc4C#N)CC3)ncnc21	i
CCn1nnc2c(N3CCN(CC(=O)Nc4c(C)cc(C)cc4C)CC3)ncnc21	i
COc1c(C)cc(S(=O)(=O)NCC(c2ccsc2)N2CCc3ccccc3C2)cc1C (stereo not drawn)	i
COC(=O)c1ccc(NC(=O)C(=O)NCCn2ccnc2C)cc1	i
COc1cc(/C=C/C(=O)NCCC(O)C2CC2)cc(OC)c1OC (stereo not drawn)	i
O=C(NCc1ccccc1Cl)C(=O)NCC1CCN(C(=O)Oc2ccccc2)CC1	i
CCc1ccc(OCCS(=O)(=O)Nc2ccc(C(N)=O)cc2)cc1	i
Cc1c(C(=O)Nc2ccc(S(=O)(=O)N(C)C)cc2)sc2nc(-c3ccccc3)cn12	i
O=C(NCC#CCN1CCc2ccccc2C1)Nc1c(F)cccc1F	i
CCOc1ccccc1NC(=O)CNC(=O)c1c[nH]c2ccccc12	i
CCCS(=O)(=O)N1CCCc2cc(NC(=O)NC(C)(C)C)ccc21	i
CCc1nc2sc(C(c3ccc(Cl)c(Cl)c3)N3CCCC3)c(O)n2n1 (stereo not drawn)	i
O=C(Nc1ccc2c(c1)N(C(=O)c1cccs1)CC2)c1cccc(C(F)(F)F)c1	i
C=CCNC(=O)CC1Nc2cc(C)c(C)cc2NC1=O (stereo not drawn)	i
CCN(C1CCCCC1)S(=O)(=O)c1ccc(C(=O)Nc2sc3c(c2C#N)CCC3)cc1	i
Brc1ccc2nc(NCc3cccnc3)nc(-c3ccccc3)c2c1	i
CC(O)(CNC(=O)c1ccc2nsnc2c1)c1ccc2c(c1)OCO2 (stereo not drawn)	i
CCc1ccc(S(=O)(=O)NCCOc2ccc(-c3ccco3)nn2)s1	i
O=C(NCC1(O)CCOCC1)C(=O)Nc1cc2c3c(c1)CCC(=O)N3CCC2	i
O=C(Nc1cccs1)N1CCN(Cc2nc(-c3ccc(Cl)cc3)cs2)CC1	i
CCOC(=O)c1c(NC(=O)c2ccnn2C)sc2c1CCN(Cc1ccccc1)C2	i
Cc1ccc(C=Nc2ccc(S(N)(=O)=O)cc2)o1	i
CCOc1ccccc1NC(=O)NCC1CCN(C(=O)c2ccccc2F)CC1	i
Cc1ccc(-c2nnc(NC(=O)c3ccc(S(=O)(=O)N(C)C)cc3)o2)cc1C	i
NC(=O)c1ccc(NC(=O)C(=O)Nc2cccc(N3CCCCC3=O)c2)cc1	i
O=C(Nc1ccccc1C(F)(F)F)N(Cc1ccccn1)Cc1ccco1	i
COC(=O)c1ccccc1NC(=O)C1CCN(c2ccc(-c3ccc(F)cc3)nn2)CC1	i
O=C(CCc1csc(NC(=O)c2ccco2)n1)NCCc1c[nH]c2ccccc12	i
CCOc1ccccc1NC(=O)c1nnn(-c2cccc(C(F)(F)F)c2)c1N	i
O=C(CCC1CCCCC1)NCCn1ncc2c(N3CCN(c4ccccc4)CC3)ncnc21	i
O=C(COc1ccccc1F)N1CCN(C(=O)C2CC2c2cccs2)CC1 (stereo not drawn)	i
Cc1cc(N2CCOCC2)nc(N2CCN(C(=O)Cc3cccs3)CC2)n1	i
O=S(=O)(c1ccccc1Br)N(Cc1ccsc1)Cc1ccccn1	i
CCc1ccc(S(=O)(=O)N2CCN(Cc3nnnn3-c3ccccc3)CC2)s1	i
(next part)
SMILES	GIRK2 activator
Cc1cc([N+](=O)[O-])ccc1NC(=O)c1ccc(N2C(=O)c3ccccc3C2=O)cc1	i
COc1ccc(Cl)cc1NC(=O)CCCn1nc(-c2ccco2)ccc1=O	i
Cc1cc(NC(=O)C(=O)NCC(c2cccc3ccccc23)N2CCCC2)no1 (stereo not drawn)	i
COc1ccc(OC)c(Nc2c(C#N)cnc3ccc(Cl)cc23)c1	i
COc1ccc(Cl)cc1NS(=O)(=O)c1cc2c3c(c1)CCC(=O)N3CCC2	i
COc1ccc(Cl)cc1C(=O)N1CCC2(CC1)NC(=O)N(Cc1ccc(F)cc1)C2=O	i
COCCN1CCC(CNS(=O)(=O)Cc2ccc(F)cc2)CC1	i
CCOCCCNC(=O)C(=O)Nc1c2c(nn1C(C)(C)C)CSC2	i
COCCn1nnn(-c2ccc(NS(=O)(=O)c3ccc(C(C)=O)cc3)cc2)c1=O	i
CCOC(=O)NCCn1nc(C)cc1C	i
Cc1cccc(NC(=O)N2CCN(c3ccc4nnc(C5CC5)n4n3)CC2)c1C	i
COc1cccc2cc(C(=O)NCCC(O)c3cccs3)oc12 (stereo not drawn)	i
COc1nn(C)cc1C(=O)NCC(=O)NCc1cccnc1	i
O=C(Nc1cc(-c2ccco2)nn1CCO)c1ccc(S(=O)(=O)N2CCOCC2)cc1	i
CCCCOCC(O)CN1CCN(CCO)CC1 (stereo not drawn)	i
O=C(Nc1ccc2c(c1)OCO2)c1csc(Nc2ccccc2)n1	i
COc1cc(NC(=O)c2ccc(S(=O)(=O)c3ccc(C)c(C)c3)nc2)cc(OC)c1OC	i
COc1ccc(C(=O)Nc2cc(-n3c(C)nc4ccccc4c3=O)ccc2F)cc1	i
COc1ccc(F)cc1S(=O)(=O)N1CCCSCC1CN1CCOCC1 (stereo not drawn)	i
O=C(NCCn1nc(-c2cccnc2)ccc1=O)c1ccc(Cl)cc1Cl	i

A draw from above in order of length of the SMILES, descending:
SMILES	GIRK2 activator
Cc1cc([N+](=O)[O-])ccc1NC(=O)c1ccc(N2C(=O)c3ccccc3C2=O)cc1	i
COc1cc(NC(=O)c2ccc(S(=O)(=O)c3ccc(C)c(C)c3)nc2)cc(OC)c1OC	i
COc1ccc(Cl)cc1C(=O)N1CCC2(CC1)NC(=O)N(Cc1ccc(F)cc1)C2=O	i
O=C(Nc1cc(-c2ccco2)nn1CCO)c1ccc(S(=O)(=O)N2CCOCC2)cc1	i
COCCn1nnn(-c2ccc(NS(=O)(=O)c3ccc(C(C)=O)cc3)cc2)c1=O	i
COc1ccc(C(=O)Nc2cc(-n3c(C)nc4ccccc4c3=O)ccc2F)cc1	i
Cc1cccc(NC(=O)N2CCN(c3ccc4nnc(C5CC5)n4n3)CC2)c1C	i
Cc1cc(NC(=O)C(=O)NCC(c2cccc3ccccc23)N2CCCC2)no1 (stereo not drawn)	i
COc1ccc(Cl)cc1NC(=O)CCCn1nc(-c2ccco2)ccc1=O	i
COc1ccc(OC)c(Nc2c(C#N)cnc3ccc(Cl)cc23)c1	i
O=C(Nc1ccc2c(c1)OCO2)c1csc(Nc2ccccc2)n1	i
COCCN1CCC(CNS(=O)(=O)Cc2ccc(F)cc2)CC1	i
COc1cccc2cc(C(=O)NCCC(O)c3cccs3)oc12 (stereo not drawn)	i
COc1nn(C)cc1C(=O)NCC(=O)NCc1cccnc1	i
CCCCOCC(O)CN1CCN(CCO)CC1 (stereo not drawn)	i
CCOC(=O)NCCn1nc(C)cc1C	i

(further entries)
SMILES	GIRK2 activator
COc1cccc(OC)c1C(=O)N1CCN(Cc2nnnn2-c2ccc(F)c(F)c2)CC1	i
Cn1ccnc1N1CCN(CC(=O)NCc2ccc3c(c2)OCO3)CC1	i
Cc1cc(C(=O)Nc2sc3c(c2C(N)=O)CCN(Cc2ccccc2)C3)on1	i
COc1ccc(C2C(C(=O)C3CC3)=C(O)C(=O)N2CCCO)cc1OC (stereo not drawn)	i
Cc1ccc(-c2ccc(=O)n(CCCC(=O)NCc3cccs3)n2)cc1	i
O=c1nc(SCc2ccc(Cl)cc2Cl)c2c(n1CCCO)CCC2	i
Cc1ccc(S(=O)(=O)NCC(c2cccn2C)N(C)C)cc1 (stereo not drawn)	i
CC(C)N1C(=O)SC(Nc2ccccc2C(=O)O)C1=O (stereo not drawn)	i
COc1cccc(C(=O)NCC(c2cccs2)N(C)C)c1OC (stereo not drawn)	i
COc1ccc(S(=O)(=O)NCC(c2ccsc2)N2CCCCCC2)cc1F (stereo not drawn)	i
CCOC(=O)c1ccccc1NC(=O)c1nnn2cc(C)[nH]c(=O)c12	i
CSc1ncccc1C(=O)N1CCC(CNC(=O)C(=O)NCc2ccc3c(c2)OCO3)CC1	i
COc1ccc(CCNC(=O)c2n[nH]c3ccccc23)cc1	i
COc1ccc(CCC(=O)Nc2cc(C)nn2-c2nc(-c3ccc4c(c3)OCO4)cs2)cc1	i
COCCCN1C(=O)CC(Sc2ncccc2C(=O)O)C1=O (stereo not drawn)	i
CC(C)(C)CC(=O)NCCCS(=O)(=O)N1CCN(c2ccc(F)cc2)CC1	i
COC(=O)N1CCC(CNC(=O)c2c(F)cccc2Cl)CC1	i
O=S(=O)(c1ccc(F)cc1)c1nc(-c2ccccc2F)oc1N1CCCC1	i
C=C(Br)Cn1c(C2CC(=O)N(c3ccc(C)cc3)C2)nc2ccccc21 (stereo not drawn)	i
COC(=O)c1c(NC(=O)C2CCCCN2S(C)(=O)=O)sc2c1CCC(C)C2 (stereo not drawn)	i
O=S(=O)(NCC1(O)CCCC1)c1ccc(Br)s1	i
CC(O)(CNS(=O)(=O)c1ccc(Cl)s1)c1ccc(-c2ccccc2)cc1 (stereo not drawn)	i
CCOc1ccc(S(=O)(=O)N2CCN(C)CC2)cc1C(C)C	i
Cc1cc(C(=O)Nc2ccc3c(c2)N(C(=O)c2ccco2)CC3)no1	i
COc1ccc(OC)c(C(c2c(O)cc(C)n(C)c2=O)c2c(O)cc(C)n(C)c2=O)c1	i
COc1ccccc1CCNC(=O)C(=O)Nc1ccc2c(c1)N(S(C)(=O)=O)CCC2	i
COc1ccc(-c2cc(CC(=O)Nc3cccc(C)c3C)no2)cc1OC	i
Cc1ccc(S(=O)(=O)CC(=O)Nc2cc(C)no2)cc1	i
COc1ccc(NC(=O)C2(c3ccc(F)cc3)CC2)cc1Cl	i
COCCNc1c2c(nc3c(-c4ccccc4)c(C)nn13)CCCC2	i
Cc1onc(-c2ccccc2Cl)c1C(=O)N1CCN(Cc2nc3ccccc3[nH]2)CC1	i
CCOc1ccccc1N1CC(C(=O)Nc2c(CC)cccc2CC)CC1=O (stereo not drawn)	i
Cc1cc(C)c(-c2ccc(=O)n(CC(=O)N3CCOCC3)n2)cc1C	i
O=C(CSc1nc(=O)n(CC2CCCO2)c2c1CCC2)Nc1ccc2c(c1)OCO2 (stereo not drawn)	i
Cc1ccc(S(=O)(=O)c2[nH]c(-c3ccccc3)nc2SCC(=O)Nc2nccs2)cc1	i
Cn1nc(-c2cccc(NS(=O)(=O)c3ccccc3[N+](=O)[O-])c2)ccc1=O	i
O=C(Cc1csc(NC(=O)c2ccc[nH]c2=O)n1)Nc1ccc2c(c1)OCO2	i
O=C(Cn1cnc2c(-c3ccccc3)csc2c1=O)Nc1ccc2c(c1)OCO2	i
O=C(/C=C/c1ccc2c(c1)OCO2)Nn1cnc2c(cnn2-c2ccccc2)c1=O	i
COc1ccccc1OCC(=O)N1CCOC(c2ccccc2)C1 (stereo not drawn)	i

Structural class, the compounds so far with a nitro group on carbon.
SMILES	GIRK2 activator
Cc1cc([N+](=O)[O-])ccc1NC(=O)c1ccc(N2C(=O)c3ccccc3C2=O)cc1	i
Cn1nc(-c2cccc(NS(=O)(=O)c3ccccc3[N+](=O)[O-])c2)ccc1=O	i

Carrying on.
SMILES	GIRK2 activator
COc1ccc(NC(=O)C(=O)NCCN2CCOC(c3ccccc3)C2)cc1OC (stereo not drawn)	i
COc1ccc(-c2cc(=O)n(CC(=O)N3CCN(C(=O)c4ccco4)CC3)cn2)cc1	i
CCSc1nnc(NC(=O)C2CN(c3nc4c(F)cccc4s3)C2)s1	i
CCOc1ccc(-c2cc3c(=O)n(Cc4nc(-c5cccc(C(F)(F)F)c5)no4)ncn3n2)cc1	i
Cn1nnc2c(=O)n(Cc3ccccc3)cnc21	i
CS(=O)(=O)N1CCC(C(=O)Nc2nc(-c3cc4ccccc4oc3=O)cs2)CC1	i
O=C(Nc1nnc(Cc2ccc(F)cc2)o1)Nc1ccccc1Cl	i
COc1ccc(CCNC(=O)Cn2cnc3c(nnn3C)c2=O)cc1OC	i
COc1ccc(NC(=O)CCc2sc(C)nc2-c2cccs2)cc1OC	i
Cc1nnc(NC(=O)c2c[nH]c3c(Cl)cccc3c2=O)s1	i
